Dengue-2 NS5 capping: Dengue-2 NS5 methyltransferase inhibitors, primary screen, biochemical, confirmation dose response (AID 588689); Dengue-2 NS5 methyltransferase capping enzyme assay, biochemical; higher % means a stronger effect; one-dose inhibition, % at 25 µM; IC50 in µM for titrated hits; 0.3% of 340,000 active; in the data active = a potency from the dose series; inconclusive = inhibition above about 29% without an active follow-up result
XIAP displacement: XIAP antagonists, biochemical, IAP family, fluorescence polarization (AID 1018). E3 ubiquitin-protein ligase XIAP (Homo sapiens). XIAP BIR domain, fluorescence polarization peptide displacement; higher % means a stronger effect. displacement, % at 20 µM, or IC50 in µM where a hit was titrated. 0.007% of 200,000 active; in the data active = displacement above about 50%; note: a part of the inactive calls stands beside numbers as strong as those of hits
LYP phosphatase: inhibitors of LYP phosphatase, biochemical, fluorescence intensity, uHTS (AID 1779). recombinant LYP phosphatase, fluorescence intensity; higher % means a stronger effect. inhibition, % at 11.5 µM; hits with a dose series show IC50 in µM. 0.054% of 290,000 active;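 note: plate controls were vehicle with enzyme for no effect and no enzyme for full effect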
AID2073: inhibitors of Mint1-CaV2.2 protein interaction, biochemical, HTRF (AID 2073). HTRF protein-protein interaction, Mint1-CaV2.2; higher % means a stronger effect. inhibition, % at 20 µM; hits with a dose series show IC50 in µM. 0.19% of 290,000 active; in the data active = inhibition mostly above about 51%, no sharp cut-off; inconclusive = no clear call, values can overlap the other calls; inactive = mostly below about 53%; note: some results filed as inactive read as strong as hits
Siah-1 displacement: Siah-1 peptide-binding antagonists, primary screen, biochemical, fluorescence polarization, rhodamine-plectin, uHTS (AID 1817) | one-dose displacement, % at 20 µM; IC50 in µM for titrated hits | Siah-1 / rhodamine-plectin peptide fluorescence polarization; higher % means a stronger effect | E3 ubiquitin-protein ligase SIAH1 (Homo sapiens) | 0.02% of 290,000 active;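 active = displacement of at least 50% at 20 µM, with a fluorescence ratio check between 0.3 and a set limit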;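 note: plate controls were Siah plus tracer with DMSO for no effect and tracer alone without Siah for full effect; strong numbers were not always called active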
Myeloid diff 2: induction of myeloid progenitor differentiation, primary screen, cell-based, flow cytometry, MLPCN library | AID 624256, 2012 | 1% of 360,000 active | ER-HoxA9 myeloid progenitors, lysozyme-GFP differentiation | calls only at 10 µM;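 active = normalized GFP-positive differentiation at or above the plate's own cutoff, the solvent-only control mean plus 3 SD; inconclusive = no clear call, values can overlap the other calls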;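 note: cells exposed to compound for four days before flow analysis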
HEK293 NOD2/NF-kB: NOD2 signaling inhibitors, cell-based, luminescence, uHTS, HEK293 (AID 1566) | 0.63% of 290,000 active | HEK293 NOD2/NF-kB luciferase reporter, luminescence; higher % means a stronger effect | inhibition, % at 4 µM; hits with a dose series show EC50 in µM; note: many of its hits are not listed in these tables
HIV peptide binding: inhibitors of HIV fusion peptide binding, primary screen, biochemical, uHTS, fluorescence dequenching (AID 1986); cell-free peptide binding, fluorescence dequenching, 30 min; higher % means a stronger effect; inhibition, % at 20 µM; hits with a dose series show IC50 in µM; 0.3% of 290,000 active; in the data active = inhibition mostly above about 52%, no sharp cut-off; inactive = mostly below about 76%; note: some results filed as inactive read as strong as hits
Hep lipid drop: inhibitors of hepatocyte lipid droplet formation, primary screen, imaging, high-throughput imaging, BODIPY stain | 0.4% of 240,000 active | AML12 mouse hepatocytes, oleate lipid droplets | AID 1656, 2009 | inhibition, % at 6.5 µM;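 active = lipid droplet intensity inhibited by at least 50%, with more than 500 cells counted; inconclusive = wells with under 300 cells, treated as cytotoxic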
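Assay system: AML12 mouse liver cells | Compound dosing: One dose, 6.5 µM compound | Read-out basis: Droplet intensity reduction, % inhibition | Measured by: Fluorescence imaging, 20x objective, two fields per well | Schedule: Overnight treatment with compound plus oleate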
Hep lipid drop cells 6.5 µM: also measured in Hep lipid drop; calls as there; cell count; measured here: cell count, cytotoxicity flag;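 cells counted across two imaged fields per well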
Dengue-2 NS5 capping pilot replicate: recorded beside Dengue-2 NS5 capping, whose call it bears; inhibition, %; measured here: pilot screen replicate inhibition
Myeloid diff 2 GFP+ MAC1+ %: recorded beside Myeloid diff 2, whose call it bears; GFP+ MAC1+ double positive, %; measured here: differentiation confirmed by MAC1 staining
Numbers without * were called inactive. Cut-off read from the data, not from the text of the source, unless noted: active = inhibition above about 50%; inactive = the rest.

How did COc1ccc(CCN(C)Cc2ccc(OCc3ccccc3)c(OC)c2)cc1OC do in these assays?
Dengue-2 NS5 capping: -1%; XIAP displacement: -6.9%; LYP phosphatase: -4%; AID2073: 2%; Siah-1 displacement: 3%; Myeloid diff 2: inactive; HEK293 NOD2/NF-kB: -20%; HIV peptide binding: 1.9%; Myeloid diff 2 GFP+ MAC1+ %: 4.3

How did O=[N+]([O-])c1ccc(CN2CCN(c3ccc([N+](=O)[O-])cc3)CC2)cc1 do in these assays?
Dengue-2 NS5 capping: -8%; LYP phosphatase: -4%; AID2073: 0%; Siah-1 displacement: 2%; Myeloid diff 2: inactive; HEK293 NOD2/NF-kB: 19%; HIV peptide binding: 0.1%; Hep lipid drop: 0; Hep lipid drop cells 6.5 µM: 708; Myeloid diff 2 GFP+ MAC1+ %: 1.1

Results for CN(C)CCCN(C(=O)/C=C/c1cccs1)c1nc2ccc(F)cc2s1 ?
Dengue-2 NS5 capping: -22%; XIAP displacement: -9.0%; LYP phosphatase: 1%; AID2073: -18%; Siah-1 displacement: 0%; Myeloid diff 2: active; HEK293 NOD2/NF-kB: 21%; HIV peptide binding: -0.1%; Hep lipid drop: 16; Hep lipid drop cells 6.5 µM: 709

How did COC(=O)c1c(NC(=O)C2(C)Cc3ccccc3C(=O)O2)sc2c1CCCC2 (configuration not stated) do in these assays?
Dengue-2 NS5 capping: 1%; XIAP displacement: -1.1%; LYP phosphatase: 2%; AID2073: -12%; Siah-1 displacement: 2%; Myeloid diff 2: active; HEK293 NOD2/NF-kB: 26%; HIV peptide binding: -0.1%; Myeloid diff 2 GFP+ MAC1+ %: 16*

Results for O=C(CC(c1ccccc1)c1ccccc1)NCC(O)c1ccc([N+](=O)[O-])cc1 (configuration not stated) ?
Dengue-2 NS5 capping: -12%; LYP phosphatase: -7%; AID2073: 6%; Siah-1 displacement: 0%; Myeloid diff 2: inactive; HEK293 NOD2/NF-kB: -34%; HIV peptide binding: -1.2%; Hep lipid drop: -34; Hep lipid drop cells 6.5 µM: 680; Myeloid diff 2 GFP+ MAC1+ %: 0.5

Results for O=C(NC(=S)Nc1ccccc1[N+](=O)[O-])c1ccccc1Cl ?
Dengue-2 NS5 capping: -8%; LYP phosphatase: -1%; AID2073: -22%; Siah-1 displacement: 5%; Myeloid diff 2: inactive; HEK293 NOD2/NF-kB: -65%; HIV peptide binding: -1.7%; Hep lipid drop: -8; Hep lipid drop cells 6.5 µM: 802; Myeloid diff 2 GFP+ MAC1+ %: 0.5

Results for COc1ccc(C2C(C#N)=C(N)N(c3sc4c(c3C#N)CCCC4)C3=C2C(=O)CC(C)(C)C3)cc1 (configuration not stated) ?
Dengue-2 NS5 capping: -52%; XIAP displacement: -1.4%; LYP phosphatase: 3%; AID2073: -4%; Siah-1 displacement: -7%; Myeloid diff 2: inactive; HEK293 NOD2/NF-kB: -11%; HIV peptide binding: 5.7%; Hep lipid drop: 9; Hep lipid drop cells 6.5 µM: 787; Myeloid diff 2 GFP+ MAC1+ %: 0.3

Results for CCCC(=O)Nc1ccc2c(c1)nc1n2CCOC1 ?
Dengue-2 NS5 capping: -8%; XIAP displacement: -2.3%; LYP phosphatase: -9%; AID2073: -2%; Siah-1 displacement: 5%; Myeloid diff 2: inactive; HEK293 NOD2/NF-kB: -3%; HIV peptide binding: -1.7%; Dengue-2 NS5 capping pilot replicate: -7.3; Myeloid diff 2 GFP+ MAC1+ %: 1.2

Results for CCOC(=O)CCN(Cc1sccc1C)S(=O)(=O)c1ccc(F)cc1 ?
Dengue-2 NS5 capping: -3%; XIAP displacement: -21%; LYP phosphatase: -3%; AID2073: -14%; Siah-1 displacement: 9%; HEK293 NOD2/NF-kB: 1%; HIV peptide binding: -1.7%; Hep lipid drop: -1; Hep lipid drop cells 6.5 µM: 787

What do the screens show for `COc1ccc(/C=C2/SC(=S)N(CCCC(=O)Nc3cccc(O)c3)C2=O)cc1`?
Dengue-2 NS5 capping: -11%; LYP phosphatase: -1%; AID2073: 0%; Siah-1 displacement: -3%; Myeloid diff 2: inconclusive; HEK293 NOD2/NF-kB: 17%; HIV peptide binding: 2.6%; Hep lipid drop: 0; Hep lipid drop cells 6.5 µM: 814

What do the screens show for `CCOc1cc(N2CCOCC2)c(OCC)cc1NC(=O)Cc1ccc(OC)c(OC)c1`?
Dengue-2 NS5 capping: 5%; XIAP displacement: -3.3%; LYP phosphatase: -2%; AID2073: inconclusive; Siah-1 displacement: 0%; Myeloid diff 2: inactive; HEK293 NOD2/NF-kB: 5%; HIV peptide binding: 1.5%; Myeloid diff 2 GFP+ MAC1+ %: 13

How did O=C(NCCc1nc2ccccc2[nH]1)/C(=C/c1ccco1)NC(=O)c1ccc(Br)o1 do in these assays?
Dengue-2 NS5 capping: -1%; XIAP displacement: -3.4%; LYP phosphatase: 0%; AID2073: 4%; Siah-1 displacement: 6%; Myeloid diff 2: inactive; HEK293 NOD2/NF-kB: 17%; HIV peptide binding: -0.3%; Hep lipid drop: -2; Hep lipid drop cells 6.5 µM: 633; Myeloid diff 2 GFP+ MAC1+ %: 0.1

What do the screens show for `O=C(O)C1CCCCC1C(=O)NCCc1cccc(Cl)c1` (configuration not stated)?
Dengue-2 NS5 capping: -1%; XIAP displacement: -1.1%; LYP phosphatase: 1%; AID2073: -5%; Siah-1 displacement: -4%; Myeloid diff 2: inactive; HEK293 NOD2/NF-kB: -1%; HIV peptide binding: -1.7%; Hep lipid drop: -4; Hep lipid drop cells 6.5 µM: 607; Dengue-2 NS5 capping pilot replicate: -8.2; Myeloid diff 2 GFP+ MAC1+ %: 0.5

What do the screens show for `CCn1c(=O)c2sccc2n(CC(=O)NC2CCCC2)c1=O`?
Dengue-2 NS5 capping: -5%; LYP phosphatase: -9%; AID2073: 11%; Siah-1 displacement: 4%; Myeloid diff 2: inactive; HEK293 NOD2/NF-kB: 0%; HIV peptide binding: 0.2%; Hep lipid drop: -14; Hep lipid drop cells 6.5 µM: 784; Myeloid diff 2 GFP+ MAC1+ %: 0.7

Results for Cc1ccccc1Nc1nc(N)nc(COC(=O)c2cccc(S(=O)(=O)N(C)C)c2)n1 ?
Dengue-2 NS5 capping: -8%; XIAP displacement: 1.6%; LYP phosphatase: -5%; AID2073: 2%; Siah-1 displacement: 3%; Myeloid diff 2: inactive; HEK293 NOD2/NF-kB: 6%; HIV peptide binding: -1.8%; Hep lipid drop: -26; Hep lipid drop cells 6.5 µM: 736; Myeloid diff 2 GFP+ MAC1+ %: 0.4

How did NC(=O)C1Cc2ccccc2CN1S(=O)(=O)c1ccc(Cl)s1 (configuration not stated) do in these assays?
Dengue-2 NS5 capping: -4%; LYP phosphatase: -9%; AID2073: 7%; Siah-1 displacement: 11%; Myeloid diff 2: inactive; HEK293 NOD2/NF-kB: -3%; HIV peptide binding: 0.3%; Hep lipid drop: -7; Hep lipid drop cells 6.5 µM: 741; Myeloid diff 2 GFP+ MAC1+ %: 0.5

What do the screens show for `Cc1cc(C(=O)NC2CCCC2)c2ccccc2n1`?
Dengue-2 NS5 capping: -11%; LYP phosphatase: -4%; AID2073: 11%; Siah-1 displacement: -2%; Myeloid diff 2: inactive; HEK293 NOD2/NF-kB: -4%; HIV peptide binding: 0.5%; Hep lipid drop: 1; Hep lipid drop cells 6.5 µM: 854; Myeloid diff 2 GFP+ MAC1+ %: 1.0

How did CC1CCC(NC(=O)CN2C(=O)c3cccnc3Oc3ccc(Cl)cc32)CC1 (configuration not stated) do in these assays?
Dengue-2 NS5 capping: 3%; LYP phosphatase: -7%; AID2073: 11%; Siah-1 displacement: -6%; Myeloid diff 2: inactive; HEK293 NOD2/NF-kB: 10%; HIV peptide binding: -1.8%; Hep lipid drop: -18; Hep lipid drop cells 6.5 µM: 700; Myeloid diff 2 GFP+ MAC1+ %: 6.7

How did Fc1ccc(N2CCN(C3CCC(c4ccccc4)CC3)CC2)cc1 (configuration not stated) do in these assays?
Dengue-2 NS5 capping: -6%; LYP phosphatase: -7%; AID2073: -2%; Siah-1 displacement: 4%; Myeloid diff 2: inactive; HEK293 NOD2/NF-kB: -32%; HIV peptide binding: 1.3%; Hep lipid drop: -2; Hep lipid drop cells 6.5 µM: 825; Myeloid diff 2 GFP+ MAC1+ %: 0.2

What do the screens show for `COCCn1c(=O)[nH]c(=O)c2cc(C(=O)c3cc(OC)ccc3O)cnc21`?
Dengue-2 NS5 capping: -1%; XIAP displacement: -6.7%; LYP phosphatase: 2%; AID2073: 25%; Siah-1 displacement: 3%; Myeloid diff 2: inconclusive; HEK293 NOD2/NF-kB: 1%; HIV peptide binding: 0.2%; Hep lipid drop: 43; Hep lipid drop cells 6.5 µM: 577

How did CCCCN(C)CCNC(=O)Cn1c(=O)sc2ccccc21 do in these assays?
Dengue-2 NS5 capping: -2%; XIAP displacement: -3.7%; LYP phosphatase: -4%; AID2073: -1%; Siah-1 displacement: 2%; Myeloid diff 2: inactive; HEK293 NOD2/NF-kB: 18%; HIV peptide binding: 3.3%; Myeloid diff 2 GFP+ MAC1+ %: 1.8

For convenience, 3 of the compounds above:
How did NC(=O)C1Cc2ccccc2CN1S(=O)(=O)c1ccc(Cl)s1 (configuration not stated) do in these assays?
Dengue-2 NS5 capping: -4%; LYP phosphatase: -9%; AID2073: 7%; Siah-1 displacement: 11%; Myeloid diff 2: inactive; HEK293 NOD2/NF-kB: -3%; HIV peptide binding: 0.3%; Hep lipid drop: -7; Hep lipid drop cells 6.5 µM: 741; Myeloid diff 2 GFP+ MAC1+ %: 0.5

What do the screens show for `Cc1cc(C(=O)NC2CCCC2)c2ccccc2n1`?
Dengue-2 NS5 capping: -11%; LYP phosphatase: -4%; AID2073: 11%; Siah-1 displacement: -2%; Myeloid diff 2: inactive; HEK293 NOD2/NF-kB: -4%; HIV peptide binding: 0.5%; Hep lipid drop: 1; Hep lipid drop cells 6.5 µM: 854; Myeloid diff 2 GFP+ MAC1+ %: 1.0

How did CC1CCC(NC(=O)CN2C(=O)c3cccnc3Oc3ccc(Cl)cc32)CC1 (configuration not stated) do in these assays?
Dengue-2 NS5 capping: 3%; LYP phosphatase: -7%; AID2073: 11%; Siah-1 displacement: -6%; Myeloid diff 2: inactive; HEK293 NOD2/NF-kB: 10%; HIV peptide binding: -1.8%; Hep lipid drop: -18; Hep lipid drop cells 6.5 µM: 700; Myeloid diff 2 GFP+ MAC1+ %: 6.7

Bioassay records from PubChem.

Only part of the results is shown; the hit share may differ from the screen's.
